phage Ecoli inh – growth loss of phage-infected E. coli, primary screen, RecBCD inhibitor project, absorbance, with phage, HTS; inhibition, % at 11.9 µM; 360,000 compounds, 0.26% hits; in the data active means inhibition above about 11%
DSG3 Ab inh – inhibitors of pemphigus antibody binding to DSG3, primary screen, biochemical, bead-based, flow cytometry, scFv-GFP. Desmoglein-3 (Homo sapiens), P32926. DSG3-coupled beads, scFv-anti-DSG3-GFP binding; stronger effect = lower value. binding (percent of control), % at 10 µM. 310,000 compounds, 0.48% hits;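 active means binding more than 3 SD below its plate's average and above zero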; further: some compounds called inactive have numbers as strong as hits
Target sequence (P32926 whole entry, looked up): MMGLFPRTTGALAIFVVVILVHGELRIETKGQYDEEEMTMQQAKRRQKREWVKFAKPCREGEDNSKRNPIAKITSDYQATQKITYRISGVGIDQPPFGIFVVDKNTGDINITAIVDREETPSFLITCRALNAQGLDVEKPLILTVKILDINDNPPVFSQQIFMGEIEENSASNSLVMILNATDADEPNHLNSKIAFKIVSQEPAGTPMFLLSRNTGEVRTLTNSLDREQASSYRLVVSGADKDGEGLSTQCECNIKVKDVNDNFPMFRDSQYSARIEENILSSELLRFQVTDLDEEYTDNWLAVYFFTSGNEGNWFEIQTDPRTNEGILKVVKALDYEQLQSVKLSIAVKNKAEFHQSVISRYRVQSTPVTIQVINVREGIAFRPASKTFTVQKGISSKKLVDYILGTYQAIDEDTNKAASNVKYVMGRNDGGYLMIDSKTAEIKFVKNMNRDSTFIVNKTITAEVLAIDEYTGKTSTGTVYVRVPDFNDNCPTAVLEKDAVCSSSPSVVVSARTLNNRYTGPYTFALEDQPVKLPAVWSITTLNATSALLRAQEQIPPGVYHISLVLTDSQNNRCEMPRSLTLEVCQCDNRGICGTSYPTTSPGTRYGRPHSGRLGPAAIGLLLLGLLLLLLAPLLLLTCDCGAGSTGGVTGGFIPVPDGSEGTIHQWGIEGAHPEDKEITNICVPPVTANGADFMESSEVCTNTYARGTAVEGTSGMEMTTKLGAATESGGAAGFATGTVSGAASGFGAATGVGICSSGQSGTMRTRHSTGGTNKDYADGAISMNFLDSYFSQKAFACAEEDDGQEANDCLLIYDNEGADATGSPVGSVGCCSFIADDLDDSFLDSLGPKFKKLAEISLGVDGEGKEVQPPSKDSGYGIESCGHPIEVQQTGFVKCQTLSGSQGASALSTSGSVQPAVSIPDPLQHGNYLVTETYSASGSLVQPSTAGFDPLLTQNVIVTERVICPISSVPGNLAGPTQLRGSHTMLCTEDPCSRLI
Mot1-301 SUMO – yeast Mot1-301 growth rescue at high temperature, primary screen, SUMOylation pathway inhibitor project, S. cerevisiae, ATP luminescence, 38.5C | 320,000 compounds, 1% hits | AID 2716, 2010 | growth rescue, % at 18.8 µM | S. cerevisiae Mot1-301 growth rescue; percent above DMSO median, 100 means doubled;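 active means every valid replicate shows activation above 250% relative to neutral control wells; inactive means the rest, any valid replicate at or below 250%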;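 further: OY570 slx delta 5 strain wells were the positive control but not used for scaling; some compounds called inactive have numbers as strong as hits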
OPRM1-OPRD1 ag – agonists of OPRM1-OPRD1 heterodimerization, primary screen, cell-based, luminescence; activation, % at 9.3 µM; 340,000 compounds, 0.3% hits; cells; Mu-type opioid receptor (Homo sapiens) + Delta-type opioid receptor (Homo sapiens), …; in the data active means activation above about 18%;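 further: 0% = vehicle-treated cells and 100% = reference agonist; values of inactives mirror those of a sister screen read the other way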
PfHsp90 yeast 2 – growth inhibition of PfHsp90-expressing yeast, primary screen, antimalarial PfHsp90 inhibitor project, S. cerevisiae, BacTiter-Glo luminescence, single point, set 2; 310,000 compounds, 0.32% hits; AID 504621, 2011; BacTiter-Glo ATP, 48 h; yeast lacking PDR1 and PDR3 efflux regulators; inhibition, % at 9.4 µM;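 active means every replicate shows inhibition above about 80%, whatever the replicate mean, limit read from the data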;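 further: 0% = DMSO neutral controls and 100% = 20 µM radicicol positive controls; yeast relying on Plasmodium falciparum Hsp90 in place of its own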
E coli growth – E. coli V3065 growth inhibition, primary screen, counter-screen for AddAB inhibitor project, absorbance, OD600; 18 h; inhibition, % at 11.9 µM; 330,000 compounds, 0.27% hits;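 active means inhibition above the campaign's mean inhibition across all tested compounds plus 3 SD, cut at about 9.9% in these data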;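 further: uninfected addAB+ strain grown without phage in ampicillin broth; 0% = DMSO wells and 100% = ciprofloxacin 0.95 µg/ml wells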
HTR5A inv ctr – HTR5A inverse agonists in luminescence cell assay, primary screen, counter-screen for OPRM1-OPRD1 heterodimer inverse agonist project, full-deck HTS; inhibition, % at 9.3 µM; 5-hydroxytryptamine receptor 5A (Homo sapiens), P47898; 340,000 compounds, 0.083% hits; AID 504634, 2011; HTR5A cell line, inverse agonism; in the data active means inhibition mostly above about 23%, no sharp cut-off; inactive means mostly below about 18%;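 further: 0% = cells with DMSO and 100% = no-cell wells with DMSO; some compounds called inactive have numbers as strong as hits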
AddAB inh – growth inhibition of E. coli expressing H. pylori AddAB, primary screen, AddAB inhibitor project, absorbance. inhibition, % at 11.9 µM. 330,000 compounds, 0.29% hits. AID 435030, 2010; in the data active means inhibition above about 12%;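 further: 0% = vehicle wells of infected cells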
MOR-DOR inv ag – inverse agonists of MOR-DOR heterodimerization, primary screen, cell-based, luminescence; 340,000 compounds, 0.21% hits; inhibition, % at 9.3 µM; AID 504357, 2011; cell-based MOR-DOR heterodimer luminescence, inverse agonism; in the data active means inhibition above about 22%, passing the limit was not always enough;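 further: 0% = cells with DMSO and 100% = wells without cells with DMSO; values of inactives mirror those of a sister screen read the other way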
PKA-R1A activ – activators of PKA-R1A holoenzyme, primary screen, biochemical, fluorescence polarization, Cy5-IP20, bovine R1A, mouse PKAc; PKA-R1A dissociation; scaled: DMSO 0%, 113 µM cGMP 100%; activation, % at 11.4 µM; 340,000 compounds, 0.083% hits;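 active means percent activation above the mean of all tested compounds plus 3 SD, cut at about 19% in these data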;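 further: higher means more PKAc released from R1A so a rise in polarization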
HTR5A ag – HTR5A agonists in luminescence cell assay, primary screen, counter-screen for OPRM1-OPRD1 heterodimer agonist project, full-deck HTS; 5-hydroxytryptamine receptor 5A (Homo sapiens), P47898; cell-based; activation, % at 9.3 µM; 340,000 compounds, 0.61% hits; AID 504692, 2011; in the data active means activation mostly above about 9.5%, no sharp cut-off; inactive means mostly below about 7.6%;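 further: 0% = cells with vehicle only and 100% = reference agonist; strong numbers were not always called active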
* = called active by the depositor; nt = not tested or not shown.

Codes: A = phage Ecoli inh; B = DSG3 Ab inh; C = Mot1-301 SUMO; D = OPRM1-OPRD1 ag; E = PfHsp90 yeast 2; F = E coli growth; G = HTR5A inv ctr; H = AddAB inh; I = MOR-DOR inv ag; J = PKA-R1A activ; K = HTR5A ag
CC1Cc2cc(S(=O)(=O)CCC(=O)N3CCN(c4ccccc4)CC3)ccc2N1C(=O)C1CC1 (configuration not stated)
  A: -1.4	B: 100	C: -9	D: 1.0	E: 2	F: 2.8	G: 10	H: 0.3	I: -5	J: 2	K: 0

COc1ccc(NC(=O)CSc2nnc(CN3CCOCC3)n2C)cc1Cl
  A: 2.4	B: 117	C: 103	D: -1.0	E: -7	F: 2.7	G: -13	H: 1.5	I: 5	J: 0	K: -1

Cc1ccc(CNC(=O)c2ccccc2NS(=O)(=O)c2ccc(Cl)nc2)cc1
  A: 2.0	B: nt	C: -14	D: 0.0	E: -19	F: 0.2	G: -8	H: -0.1	I: 0	J: -4	K: 1

COc1ccc(C(=O)NCC(c2cccs2)N2CCc3ccccc32)cc1OC (configuration not stated)
  A: 0.9	B: 70	C: -14	D: -0.7	E: nt	F: -0.6	G: -1	H: 0.2	I: 5	J: -8	K: 3

COc1ccc(C)cc1Nc1n[n+](-c2ccccc2)c(-c2ccc(SC)cc2)s1
  A: 3.4	B: 101	C: -17	D: -3.9	E: 6	F: 0.7	G: -28	H: 3.7	I: 18	J: 1	K: 4

COc1cccc(OC)c1NC(=O)C1CCCN1C(=O)Nc1ccccc1F (configuration not stated)
  A: -0.5	B: nt	C: nt	D: 0.0	E: -3	F: nt	G: 5	H: nt	I: 0	J: 2	K: -2

COC(=O)/C(=C1/Oc2cc(C)oc(=O)c2S1)C(F)(F)F
  A: 2.1	B: 107	C: 58	D: 2.9	E: -13	F: 0.0	G: -24	H: 1.9	I: -15	J: -7	K: 3

CCOC(=O)c1ccc(NC(=O)Cn2c(C)nc3c(sc(=S)n3CC)c2=O)cc1
  A: 2.4	B: 103	C: -10	D: -0.1	E: 8	F: 1.8	G: 2	H: 0.8	I: 0	J: -1	K: 3

CCn1ncc(Br)c1C(=O)N(C)C12CC3CC(CC(C3)C1)C2
  A: 1.2	B: 108	C: 24	D: 5.9	E: 10	F: -0.1	G: -5	H: 0.6	I: -33	J: 3	K: 2

CC(C)c1c(C(=O)N/N=C/c2cccc(OCc3ccc(F)cc3)c2)nnn1-c1nonc1N
  A: 1.4	B: nt	C: 1	D: 5.7	E: 13	F: -0.3	G: 12	H: 2.9	I: -30	J: -7	K: 3

CCc1c(C#N)c(SCCC(=O)Nc2ccc(OC)cc2)nc2c1C(=O)CC(C)(C)C2
  A: 2.8	B: 101	C: 7	D: -2.6	E: 6	F: 0.8	G: -8	H: -2.8	I: 15	J: 0	K: -4

O=C(COc1ccc(Br)cc1)Nc1ccc(Cc2ccncc2)cc1
  A: 4.1	B: 98	C: 94	D: -0.8	E: -2	F: 0.7	G: 22	H: 1.4	I: 4	J: 18	K: -8

COc1ccc(Cn2c(=N)c(C(=O)NCC3CCCO3)cc3c(=O)n4ccccc4nc32)cc1 (configuration not stated)
  A: 4.8	B: 117	C: -7	D: -3.0	E: 16	F: -1.7	G: 20	H: 1.5	I: 15	J: -11	K: -2

O=C(CC1CCCC1)N1CCN(S(=O)(=O)c2cccc(F)c2)CC1
  A: 0.7	B: 109	C: nt	D: -1.1	E: 14	F: nt	G: -1	H: nt	I: 6	J: 8	K: 0

NC(=O)CC(NC(=O)Cc1cccc2ccccc12)c1ccc(NCCN2CCCC2)c([N+](=O)[O-])c1 (configuration not stated)
  A: -0.6	B: 96	C: -11	D: -2.7	E: 1	F: -0.2	G: 4	H: 2.6	I: 16	J: 7	K: 2

O=C(O)CCCn1ccc2cc(S(=O)(=O)N3CCCC3)ccc21
  A: 2.2	B: 95	C: 204	D: -1.3	E: -23	F: 1.6	G: -4	H: 3.0	I: 7	J: 6	K: 4

Cc1ccc(CNC(=O)C2CCCN2C(=O)Nc2ccc(C)cc2)cc1 (configuration not stated)
  A: 0.2	B: 98	C: -4	D: -2.1	E: -8	F: 2.0	G: 4	H: 3.4	I: 10	J: 11	K: -1

Cc1noc2ncnc(Sc3ccc(Br)cc3)c12
  A: 1.5	B: 109	C: nt	D: 4.9	E: -21	F: -0.4	G: -22	H: 0.3	I: -25	J: -3	K: -4

CSc1nc(N2CCOCC2)c2c(c1C#N)CCCCC2
  A: 0.7	B: 115	C: 7	D: 1.0	E: 3	F: -1.5	G: -14	H: 1.4	I: -6	J: -1	K: 3

COc1cccc(NC(=O)CN(C)C(=O)Cc2ccc3c(c2)CCC3)c1
  A: 0.8	B: 104	C: -1	D: -5.4	E: 5	F: -0.9	G: -16	H: 0.4	I: 20	J: -1	K: 1

O=C(COC(=O)c1cc[n+]([O-])cc1)Nc1ccc([N+](=O)[O-])cc1C(F)(F)F
  A: 1.6	B: 100	C: nt	D: 1.4	E: 14	F: nt	G: -1	H: nt	I: -9	J: -1	K: -5

CCN(Cc1ccccc1)C(=S)Nc1cc(C(=O)OC)ccc1C(=O)OC
  A: 3.8	B: 132	C: -2	D: -2.9	E: 5	F: 0.3	G: 6	H: 1.1	I: 16	J: -10	K: 3

O=[N+]([O-])c1cccc(C2=NCCC(c3ccccc3)O2)c1 (configuration not stated)
  A: 3.0	B: 110	C: 41	D: -1.8	E: 35	F: -4.2	G: -44	H: -1.3	I: 10	J: -9	K: 15

CCC(C)(C)n1nnnc1C(c1ccc(C)cc1)N1CCN(C(=O)c2ccco2)CC1 (configuration not stated)
  A: 0.2	B: 84	C: 60	D: -0.6	E: 4	F: -1.3	G: -12	H: 2.1	I: 3	J: -5	K: 3

COc1ccc(-c2ccc(SCC(=O)N3c4ccccc4CC3C)nn2)cc1OC (configuration not stated)
  A: -1.9	B: 123	C: -1	D: -0.7	E: 2	F: -2.7	G: 14	H: -2.0	I: 3	J: 6	K: 6

Reformatted: 2 of the compounds above.
SMILES,phage Ecoli inh,DSG3 Ab inh,Mot1-301 SUMO,OPRM1-OPRD1 ag,PfHsp90 yeast 2,E coli growth,HTR5A inv ctr,AddAB inh,MOR-DOR inv ag,PKA-R1A activ,HTR5A ag
COc1cccc(NC(=O)CN(C)C(=O)Cc2ccc3c(c2)CCC3)c1,0.8,104,-1,-5.4,5,-0.9,-16,0.4,20,-1,1
O=C(COC(=O)c1cc[n+]([O-])cc1)Nc1ccc([N+](=O)[O-])cc1C(F)(F)F,1.6,100,nt,1.4,14,nt,-1,nt,-9,-1,-5

Later entries.
Codes: A = phage Ecoli inh; B = DSG3 Ab inh; C = Mot1-301 SUMO; D = OPRM1-OPRD1 ag; E = PfHsp90 yeast 2; F = E coli growth; G = HTR5A inv ctr; H = AddAB inh; I = MOR-DOR inv ag; J = PKA-R1A activ; K = HTR5A ag
FC(F)(F)c1cccc(N2CCN(Cc3ccoc3)CC2)c1
  A: nt	B: 101	C: 88	D: 3.0	E: 2	F: -0.7	G: -33	H: -0.8	I: -16	J: 3	K: 6

Cc1ccc(C)c(S(=O)(=O)N2CCN(C(=O)CN3C(=O)NC(C)(C)C3=O)CC2)c1
  A: 1.8	B: nt	C: -1	D: -0.2	E: -5	F: -0.9	G: -4	H: 2.8	I: 1	J: -3	K: 2

COc1ccc(C(=O)OCC(=O)N2CCc3ccccc32)cc1S(=O)(=O)N1CCOCC1
  A: 0.7	B: nt	C: nt	D: -2.3	E: -24	F: 0.9	G: -12	H: 1.6	I: 11	J: 4	K: 3

COc1ccc(NC(=O)CCCNS(=O)(=O)c2cccs2)cc1
  A: 3.6	B: 103	C: -5	D: -1.1	E: nt	F: -0.7	G: -2	H: -1.7	I: 6	J: 1	K: -3

O=C(c1ccco1)N1CCN(CCOc2ccccc2)CC1
  A: 3.0	B: 114	C: -4	D: -1.6	E: -8	F: 3.2	G: -6	H: -1.0	I: 8	J: -3	K: 2

COC(=O)c1c(C(=O)c2ccc(Br)cc2)n(C)c2ccccc12
  A: 3.3	B: 104	C: 20	D: -5.2	E: -21	F: 0.3	G: -10	H: 1.9	I: 21	J: -6	K: 4

NC(=O)C[n+]1cccc(/C=N/O)c1
  A: -1.1	B: 116	C: 99	D: -1.9	E: -15	F: -3.9	G: -1	H: -0.3	I: 9	J: -2	K: 0

Cc1ccc(C2=CC(c3ccccc3)n3ncnc3N2)c(C)c1 (configuration not stated)
  A: 0.8	B: 101	C: 16	D: -2.6	E: -6	F: 1.0	G: -22	H: -2.6	I: 15	J: -6	K: 7

CC(=O)N1CCN(C(=O)CSc2ncnc3sc(C)c(C)c23)CC1
  A: 3.5	B: nt	C: -22	D: -3.6	E: 2	F: 0.1	G: 9	H: -2.9	I: 17	J: -16	K: -2

Cc1ccc(C)c(Nc2ccc3nonc3c2[N+](=O)[O-])c1
  A: 3.1	B: 103	C: -14	D: -1.7	E: -10	F: nt	G: -13	H: nt	I: 8	J: -7	K: 4

O=C(CSc1nnc(-c2cccnc2)n1-c1ccccc1)Nc1ccc2c(c1)OCO2
  A: 1.8	B: 100	C: 8	D: -1.8	E: 7	F: -0.4	G: 14	H: 1.6	I: 10	J: 3	K: 0

O=C(CNC(=O)c1ccc(Br)o1)NCC1COc2ccccc2O1 (configuration not stated)
  A: 2.2	B: nt	C: 19	D: -3.7	E: -2	F: -1.2	G: 20	H: -0.2	I: 15	J: 4	K: -8

O=C1C=C(c2ccc(F)c(Cl)c2)C[C@@H](c2ccc(F)cc2)C1
  A: 3.7	B: 100	C: -12	D: 10	E: 1	F: 0.4	G: -19	H: -18	I: -57	J: 13	K: 2

O=C(NCCN1CCOCC1)c1cc([N+](=O)[O-])ccc1Cl
  A: 1.9	B: 115	C: 15	D: -2.0	E: -11	F: -1.4	G: 7	H: 2.1	I: 10	J: 7	K: -2

Cc1ccc(C(=O)OCC(=O)NCc2ccccc2)cc1S(=O)(=O)N1CCCCC1
  A: 3.0	B: 105	C: -6	D: 0.2	E: -19	F: -1.4	G: -7	H: -0.8	I: -1	J: -8	K: 3

CCOc1ccccc1CNC(=O)CCn1ccc2cc(S(=O)(=O)N3CCCCC3)ccc21
  A: 1.4	B: 110	C: -4	D: -1.2	E: -12	F: -0.9	G: 15	H: 0.2	I: 6	J: 10	K: -3

Single values from the results shown.
O=C(CSc1nnc(-c2cccnc2)n1-c1ccccc1)Nc1ccc2c(c1)OCO2 in phage Ecoli inh reads 1.8
O=C(CNC(=O)c1ccc(Br)o1)NCC1COc2ccccc2O1 (configuration not stated) in E coli growth reads -1.2
O=C1C=C(c2ccc(F)c(Cl)c2)C[C@@H](c2ccc(F)cc2)C1 in MOR-DOR inv ag reads -57

Screens as filed in PubChem.
